DNMT1 block: blocks human DNA methyltransferase DNMT1; P26358; DNMT1 molecular beacon, Hinp1I cleavage, fluorescence; inhibition (reported as % activation of signal), % at 10 µM; 360,000 tested, 0.83% active; AID 588458; in the data active means inhibition above about 50%
STEP block: STEP (human) phosphatase inhibition. recombinant STEP, OMFP fluorogenic substrate, fluorescence. inhibition, % at 20 µM. 360,000 tested, 0.25% active. AID 588621;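 active means inhibition at 20 µM, scaled per plate between control wells, above about 37%, limit read from the data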;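 further: 0% = DMSO with enzyme and substrate and 100% = substrate only without enzyme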
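Material: STEP (striatal-enriched tyrosine phosphatase) enzyme, cell-free | Medium: 50 mM Bis-Tris pH 6.0 with 2.5 mM DTT and 0.005% Tween 20 | Read-out: Percent inhibition scaled to no-enzyme and uninhibited-enzyme controls, plate-pattern corrected | Signal: Fluorescence read at 480 nm ex / 540 nm em | Times: 20 min reaction, room temperature, in the dark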
MLLE-PAM2 inh: inhibitors of microRNA-mediated deadenylation, human PABP1 MLLE binding. P11940. 360,000 tested, 0.36% active. inhibition, % at 20 µM. GST-MLLE / FITC-PAM2 fluorescence polarization; in the data active means inhibition above about 35%, passing the limit was not always enough;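 further: plate controls were DMSO wells with GST-MLLE for no effect and wells lacking GST-MLLE protein for full effect; some results filed as inactive read as strong as hits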
Tb MetRS inh: Trypanosoma brucei MetRS inhibition; purified T. brucei MetRS, ATP depletion, Kinase-Glo luminescence; inhibition, % at 11.9 µM; 360,000 tested, 0.4% active;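 active means inhibition above a per-plate cutoff of the control wells' mean inhibition plus 3 SD, cut at about 5.5% in these data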;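 further: 0% = DMSO wells median and 100% = median of wells with control inhibitor compound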
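Assay system: T. brucei methionyl-tRNA synthetase, purified | Medium: HEPES buffer with MgCl2, KCl, DTT, spermine, BSA, pyrophosphatase | Compound: 11.9 µM single point | Incubation: 15 min enzyme-compound preincubation, 2 h reaction, 10 min detection, 25 °C | Measured by: Kinase-Glo luciferase luminescence reporting remaining unconsumed ATP | Measure: % inhibition normalized to control-well medians | Replication: Singlicate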
Scp1 inh: inhibitors of human Scp-1 phosphatase; 340,000 tested, 0.88% active; inhibition, % at 20 µM; Q9GZU7; Recombinant Scp1, phosphopeptide, malachite green phosphate absorbance;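 active means inhibition above about 50% at 20 µM, limit read from the data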;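 further: plate controls were DMSO wells with enzyme for no effect and wells lacking enzyme for full effect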
Target sequence (Q9GZU7 76-261 limits assumed): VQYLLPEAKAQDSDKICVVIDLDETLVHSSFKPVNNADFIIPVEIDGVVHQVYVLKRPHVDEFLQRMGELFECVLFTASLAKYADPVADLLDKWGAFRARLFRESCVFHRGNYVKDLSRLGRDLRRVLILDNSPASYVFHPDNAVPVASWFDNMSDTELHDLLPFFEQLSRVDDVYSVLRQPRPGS
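Incubation: 45 min enzyme reaction at room temperature / System: truncated SCP-1 phosphatase (76-261aa) / Reagent: Phospho 17-mer peptide substrate / Buffer or medium: Acidic Tris acetate buffer with magnesium and detergent / Signal: absorbance at 630 nm / Doses: one concentration, 20 µM, with 1.0% DMSO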
SUMO1 PPI mod: modulators of human SUMO1-mediated protein-protein interactions | P63165 | SUMO1 binding to a labelled peptide, TR-FRET, 1 h | inhibition, % at 20 µM | 360,000 tested, 0.33% active; in the data active means inhibition above about 37%
Target sequence (P63165 whole entry, looked up): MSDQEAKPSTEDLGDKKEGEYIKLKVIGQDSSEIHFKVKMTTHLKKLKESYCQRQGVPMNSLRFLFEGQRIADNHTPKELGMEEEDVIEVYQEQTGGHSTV
CSN inh: blocks human CSN-mediated cullin deneddylation; Purified CSN, SCF-Nedd8-OG deneddylation, fluorescence polarization; 360,000 tested, 0.38% active; inhibition, % at 12.5 µM;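 active means pattern-corrected inhibition above about 35%, with an unprinted fluorescence ratio check between 0.5 and 1.5, limit read from the data, passing the limit was not always enough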;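 further: 0% = enzyme with substrate and 100% = substrate without enzyme; some results filed as inactive read as strong as hits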
Target sequence (Q92905 whole entry, looked up, one chain of several): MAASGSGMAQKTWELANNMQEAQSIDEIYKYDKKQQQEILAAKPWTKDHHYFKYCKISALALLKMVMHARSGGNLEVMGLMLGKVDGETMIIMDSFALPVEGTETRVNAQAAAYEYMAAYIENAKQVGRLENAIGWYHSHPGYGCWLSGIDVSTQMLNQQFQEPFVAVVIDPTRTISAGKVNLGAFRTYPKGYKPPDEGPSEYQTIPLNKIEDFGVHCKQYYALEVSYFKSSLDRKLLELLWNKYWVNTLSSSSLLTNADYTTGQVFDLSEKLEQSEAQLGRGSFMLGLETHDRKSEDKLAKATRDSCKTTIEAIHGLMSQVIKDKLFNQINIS
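Detection – fluorescence polarization · System – HEK293T-derived human Csn5 enzyme · Controls – substrate-only high control, full reaction low control · Timing – 90 min, room temperature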
NadD block: blocks S. aureus nicotinate mononucleotide adenylyltransferase; purified NadD enzyme, colorimetric absorbance read-out; inhibition, % at 20 µM; 360,000 tested, 0.78% active; in the data active means inhibition above about 26%; further: some compounds past the cut are filed as inactive
Rpn11 block: inhibitors of human proteasome Rpn11; human 26S proteasome, Ub4-pepOG fluorescence polarization; 20S core pre-blocked with epoxomicin; calls only at 20 µM; 360,000 tested, 0.59% active;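 active means inhibition at 20 µM, scaled to each plate's controls, above about 33%, limit read from the data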
LMPTP block: LMPTP (human) inhibition | inhibition, % at 20 µM | P24666 | AID 651560 | 360,000 tested, 0.22% active | recombinant LMPTP-A, OMFP fluorogenic substrate, fluorescence intensity;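 active means compounds that cut the enzyme signal by at least half of the control window in the single-dose screen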;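 further: plate controls were DMSO wells with enzyme plus substrate for no effect and substrate without enzyme for full effect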
Target sequence (P24666 whole entry, looked up): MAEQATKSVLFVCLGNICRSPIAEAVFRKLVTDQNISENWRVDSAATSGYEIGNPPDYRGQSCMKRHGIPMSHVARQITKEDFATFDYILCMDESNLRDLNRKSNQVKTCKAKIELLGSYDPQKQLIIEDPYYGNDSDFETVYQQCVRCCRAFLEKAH
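Test system: LMPTP-A phosphatase enzyme; input: 0.625 nM LMPTP-A final; reagent: OMFP substrate, 400 µM final; compound dosing: 20 µM single dose, 3% DMSO; incubation: 50 min dark incubation at room temperature; measured by: endpoint fluorescence intensity from OMFP dephosphorylation; measure: % inhibition relative to no-enzyme and uninhibited control wells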
An asterisk follows results filed as active; i = inactive; x = not tested or not shown; + = active, no number. Hits appear at their usual frequency; 3.6% or so of the library scored in one or more.

Screens in order: Rpn11 block	NadD block	STEP block	CSN inh	Scp1 inh	MLLE-PAM2 inh	LMPTP block	SUMO1 PPI mod	DNMT1 block	Tb MetRS inh
Cc1cccnc1C(NC(=O)C1CCN(CCOc2ccc(F)cc2)CC1)c1ccc(Cl)cc1 (stereo not drawn)
→ i	-3	-2	5	x	-4	-0.4	0	-2	0.3
CC(C)(C)c1cc(-n2ccnc2)n2ncc(-c3ccc(Cl)cc3)c2n1
→ i	15	2	-5	1	2	12	-2	15	0.7
COc1ccccc1OCC(=O)NN=C(Cc1ccccc1)Cc1ccccc1
→ i	-4	-1	-9	-1	7	-1.3	0	0	-0.5
Cc1cccc(/C=N/n2c(-c3ccccc3)n[nH]c2=S)c1O
→ i	1	0	3	8	-28	-0.5	-1	0	-1.6
Cc1cccc(C(O)c2ncc(-c3ccccc3)[nH]2)c1C (stereo not drawn)
→ i	0	-1	-3	x	-14	-0.4	3	2	-0.4
Cc1ccc(S(=O)(=O)N(C)CC(=O)OCC(=O)Nc2ccccc2)cc1
→ i	-5	-5	-3	9	22	-0.5	1	2	0.7
CCOC(=O)c1[nH]c2ccc(F)cc2c1NC(=O)CCN1CCOCC1
→ i	-4	3	1	-7	-12	-0.4	-1	13	-0.6
Cc1ccc(C)c(N(CC(=O)NC2CCCC2)C(=O)c2cc3cc4cccc(C)c4nc3s2)c1
→ i	32*	0	-3	7	4	4.2	-5	-4	-0.2
O=C(N/N=C\c1ccc(-c2ccc([N+](=O)[O-])cc2)o1)c1ccc2c(c1)OCO2
→ x	17	-2	5	-13	-2	-0.7	-16	46	0.7
CC[C@]12CCCN3CCc4c(n(c5ccccc45)C(=O)C1)[C@@H]32
→ i	-5	-4	-3	-9	7	-0.2	1	0	-0.6
Cc1ccccc1NC1=C(Cl)C(=O)N(C2CCCCC2)C1=O
→ i	-2	3	-2	1	1	1.4	-4	2	-0.5
COc1ccc(C(=O)Nc2ccc(C3(C#N)CCCC3)cc2)cc1OC
→ i	-1	1	2	17	0	2.0	1	-2	-0.7
CC(C)(C)NC(=O)CSc1nnc(NC(=O)CCn2cnc3ccccc3c2=O)s1
→ i	0	-1	-1	-12	-3	-1.5	-2	1	-1.4
Cc1cc(C)n(-c2cc(C(C)(C)C)nc3c(-c4ccc(Cl)cc4)cnn23)n1
→ i	-1	-2	4	0	-38	3.0	-2	-5	-0.3
NC(=O)CC(NC(=O)Cc1ccc(Cl)cc1)c1ccc(N2CCC(Cc3ccccc3)CC2)c([N+](=O)[O-])c1 (stereo not drawn)
→ i	1	-1	-2	0	1	1.2	-4	71*	-0.6
Nc1nc(=S)n(-c2ccccc2)[nH]1
→ i	-9	4	-1	-12	18	-1.9	2	4	x
CCC(C)[C@H]1CNC(=O)C(=O)N1CCc1cccc2ccccc12 (stereo partly drawn)
→ x	9	x	-6	x	x	-1.1	8	x	-0.5
COc1ccc(C(=O)NN=C2CCCC2)c(OC)c1
→ i	-5	3	0	-7	2	-1.4	-3	2	-0.5
CCOC(=O)N1CCN(C(=O)CN(c2ccc(C)c(C)c2)S(=O)(=O)c2ccccc2)CC1
→ i	-2	0	4	-2	7	-0.3	1	-3	-0.3
CCc1ccccc1N1C(=O)CN(Cc2cc(OC)c(OC)c(OC)c2)C1=S
→ i	-1	-2	5	-12	16	1.7	-5	-3	-1.3
CC(C)(C)NC1=NCCNC(c2ccccc2)=C1
→ i	-1	-2	-1	x	-13	-3.8	-6	4	-0.1
CCC(C)NC(=O)c1ccccc1NS(=O)(=O)c1ccc(OC)c(OC)c1 (stereo not drawn)
→ i	3	-2	-8	-4	-2	1.7	0	0	-0.6
CC(C)(CO)Nc1ncnc2onc(-c3ccc(F)cc3)c12
→ i	-4	0	2	-7	5	0.2	5	0	-0.5
Cc1cc(NC(C)c2ccccc2)n2ncc(-c3ccccc3)c2n1 (stereo not drawn)
→ i	-2	0	2	-4	-9	5.2	1	1	-0.6
COC(=O)c1cnc(SCC(=O)c2ccccc2)n1C
→ i	-5	0	-3	-8	9	-0.3	3	-3	-0.8
Cc1oc2c(CN3CCCCC3)c(O)ccc2c(=O)c1-c1ccc(Br)cc1
→ i	-5	3	3	-12	1	-0.4	1	2	0.3
O=C(Nc1ccc2c(c1)C(=O)N(c1ccccc1)C2=O)C1CCCO1 (stereo not drawn)
→ i	4	14	-4	-5	-10	-0.7	-37	-2	-0.1
O=C(CNCC1CCCO1)NCc1ccco1 (stereo not drawn)
→ i	4	-2	-4	-9	-2	-0.6	1	0	-0.8
C=C1CCN(c2ccc(C(=O)NCCC)cc2[N+](=O)[O-])CC1
→ i	1	0	-3	-12	7	1.1	-30	-4	0.0
O=C(CN1C(=O)C2C3C=CC(C3)C2C1=O)Nc1ccc(C(=O)O)cc1 (stereo not drawn)
→ i	5	1	5	-8	1	-0.1	0	1	-0.3

At a glance, eight of the compounds above:
Screens in order: Rpn11 block	NadD block	STEP block	CSN inh	Scp1 inh	MLLE-PAM2 inh	LMPTP block	SUMO1 PPI mod	DNMT1 block	Tb MetRS inh
CCc1ccccc1N1C(=O)CN(Cc2cc(OC)c(OC)c(OC)c2)C1=S
→ i	-1	-2	5	-12	16	1.7	-5	-3	-1.3
CC(C)(C)NC1=NCCNC(c2ccccc2)=C1
→ i	-1	-2	-1	x	-13	-3.8	-6	4	-0.1
CCC(C)NC(=O)c1ccccc1NS(=O)(=O)c1ccc(OC)c(OC)c1 (stereo not drawn)
→ i	3	-2	-8	-4	-2	1.7	0	0	-0.6
CC(C)(CO)Nc1ncnc2onc(-c3ccc(F)cc3)c12
→ i	-4	0	2	-7	5	0.2	5	0	-0.5
Cc1cc(NC(C)c2ccccc2)n2ncc(-c3ccccc3)c2n1 (stereo not drawn)
→ i	-2	0	2	-4	-9	5.2	1	1	-0.6
COC(=O)c1cnc(SCC(=O)c2ccccc2)n1C
→ i	-5	0	-3	-8	9	-0.3	3	-3	-0.8
Cc1oc2c(CN3CCCCC3)c(O)ccc2c(=O)c1-c1ccc(Br)cc1
→ i	-5	3	3	-12	1	-0.4	1	2	0.3
O=C(Nc1ccc2c(c1)C(=O)N(c1ccccc1)C2=O)C1CCCO1 (stereo not drawn)
→ i	4	14	-4	-5	-10	-0.7	-37	-2	-0.1

(listing goes on)
Screens in order: Rpn11 block	NadD block	STEP block	CSN inh	Scp1 inh	MLLE-PAM2 inh	LMPTP block	SUMO1 PPI mod	DNMT1 block	Tb MetRS inh
CC#CC(=O)N1CCC(CO)(CCc2ccccc2)CC1
→ i	-1	4	-5	-9	22	-1.5	2	0	-0.1
CC1(C)CC(=O)c2sc(NS(=O)(=O)c3ccc(Cl)cc3)nc2C1
→ i	-1	0	0	-3	-17	-1.6	5	2	5.2
COCCN(C(=O)CC1C(=O)NCCN1CC(c1ccccc1)c1ccccc1)C(C)C (stereo not drawn)
→ i	0	0	0	-2	15	-0.2	2	3	-0.8
CSCCOC(=O)COc1ccc(/C=N/NC(=O)c2c(Cl)cnn2C)cc1
→ i	4	-3	2	-5	-4	-2.2	-13	0	0.1
CC1(C)Cc2c(c(N3CCOCC3)nc3sc(C#N)c(N)c23)CS1
→ i	6	-6	-3	-6	15	-1.4	-2	-2	-0.5
COc1ccc(NC(=O)N2CCNC(=O)C2CC(=O)Nc2ccc(F)cc2)cc1 (stereo not drawn)
→ i	-5	-4	2	-4	-6	-1.6	0	1	-0.5
O=C(CSc1nnc(NC(=O)C2CCC2)s1)Nc1ccccc1F
→ i	-6	-3	-5	-5	0	-1.7	5	2	0.3
CC(C(=O)Nc1cccnc1)c1ccc([N+](=O)[O-])cc1 (stereo not drawn)
→ i	-6	-3	2	-3	9	0.1	-5	4	-1.4
COc1ccccc1CNCc1ccc2c(c1)OCO2
→ i	1	-2	-2	x	-4	-1.2	2	-1	-0.3
COc1ccc2c(c1OC)C(=O)N1c3ccccc3C(=O)N(c3ccccc3)C21 (stereo not drawn)
→ i	0	6	-1	3	12	-0.9	-1	0	-0.4
COc1ccccc1OCC(=O)Nc1ccc(C(=O)Nc2ccccc2C(=O)O)cc1
→ i	-1	0	-1	x	1	-0.4	24	1	0.5
Cn1c(=O)c2[nH]c(C3CCCC3)nc2n(C)c1=O
→ i	3	0	0	-9	-2	0.1	2	5	-0.8
CC1(C)CC(=O)c2c(S(C)(=O)=O)sc(Br)c2C1
→ i	-3	-2	2	-5	-18	-0.7	-3	4	0.2
Cc1ccc(-c2nc3c(Cl)cc(C(F)(F)F)cn3c2Cc2ccccc2)cc1
→ i	6	0	2	x	-10	2.4	2	13	0.5
O=C1C=C(c2cnc3ccccc3c2)C[C@@H](c2ccc3c(c2)OCO3)C1
→ i	-11	6	-2	0	4	3.5	-38	-1	-0.2
CCOC(=O)/C=C/C(=O)OCC(=O)Nc1c(Cl)cccc1Cl
→ i	-7	-4	-1	6	-5	-1.5	1	4	-0.3
CN(C)CCN1CCN(C2CN(C3CCCCC3)S(=O)(=O)C2)CC1 (stereo not drawn)
→ i	-8	-3	-2	x	1	-4.5	3	-4	-0.7
CCOc1ccccc1Nc1cc(C)nc2ccc(C)cc12
→ i	-11	-2	2	0	11	1.4	4	2	-0.1
O=C(CC(c1ccccc1)c1ccccc1O)NCc1ccccc1Cl (stereo not drawn)
→ i	2	-1	3	-7	-3	0.9	5	-2	0.0
COc1ccc(C=C2CCc3ccccc3C2=O)cc1
→ i	-4	4	-3	x	12	1.9	-18	-1	-1.3
COc1ccc(N=Nc2c(N)n[nH]c2N)cc1
→ i	-7	4	-3	-15	-10	-0.2	-21	-9	-0.1
NC(=O)c1ccsc1NC(=O)COC(=O)CCc1ccccc1
→ i	-2	0	4	x	-2	2.1	-2	-1	-0.1
C=CCOC(=O)c1cc(-c2ccc(/C=C3\C(=O)NC(=O)C(C#N)=C3C)o2)ccc1Cl
→ +	69*	4	43*	87*	-13	23	43*	105*	1.1
